NS5 inhibitors: flavivirus cap methylation enzyme inhibition – biochemical, confirmation dose response, primary screen (AID 588689). Dengue-2 NS5 methyltransferase capping enzyme assay, biochemical; higher % means a stronger effect. inhibition, % at 25 µM; hits with a dose series show IC50 in µM. 0.3% of 340,000 active; in the data active = a potency from the dose series
NS5 inhibitors pilot replicate: recorded beside NS5 inhibitors, whose call it bears; inhibition, %; measured here: pilot screen replicate inhibition
Numbers without * were called inactive; & = joins results of further samples. These rows are one share of the data, so the mix of outcomes need not match the whole.

SMILES | NS5 inhibitors | others
Cc1ccc(OCCNC(=O)c2cc(C3CC3)nc3c2cnn3C(C)C)cc1 | -6%
COc1cc(OC)cc(C(=O)NNC(=O)c2ccc3c(c2)OCCO3)c1 | -1%
N#Cc1ccc(C(=O)N2CCC3CC2c2cc(N4CCCCC4)ccc23)cc1 (stereo unspecified) | -7%
CC(C)(C)C(=O)C(C(c1ccccc1)N1CCOCC1)N1CCOCC1 (stereo unspecified) | 1%
C[C@H](CO)NC(=O)c1[nH]cnc1C(=O)Nc1cccc(Cl)c1 | -2%
CCOc1ncccc1C(=O)Nc1cc(S(=O)(=O)N(CC)CC)ccc1N1CCOCC1 | -8%
CCOc1ccccc1C1NC(=O)c2ccccc2N1 (stereo unspecified) | 4%
COc1ccc(CCNC(=O)c2cccc(S(=O)(=O)N3CCOCC3)c2)cc1OC | 0%
O=C(c1ccc(NS(=O)(=O)c2cccc([N+](=O)[O-])c2)cc1)N1CCCCCC1 | 4%
O=C(COC(=O)c1ccccc1)Nc1ccc2[nH]c(=O)[nH]c2c1 | 2%
Cc1cc(OCC(=O)OCC(=O)NC2CCCC2)ccc1Cl | -1%
CN(C)/N=C1\C(=O)N(CN2CCN(c3ccccc3)CC2)c2ccccc21 | -3%
COc1ccc(-c2sc3cc(OC)c(OC)cc3c2C#CC(C)(C)O)cc1 | -4%
CCC(C)Sc1ccc([C@@H]2[C@@H]3C(=O)N(C)C(=O)[C@@H]3[C@]3(C(=O)OC)CCCCN23)cc1 (stereo partly specified) | -6%
Cc1nc2ccccc2c(=O)n1-c1cccc(NS(=O)(=O)c2ccccc2)c1 | 4%
CCN1C[C@@H]2[C@@H]3C(=O)N(C)C(=O)[C@@H]3[C@](Cc3ccccc3)(C1=O)N2C(=O)c1ccc(C)cc1 | -6%
CN1CCCCCC1=Nc1ccc([N+](=O)[O-])cc1 | -10%
COc1ccc(NC(C)=O)cc1NC(=O)c1cccc(S(=O)(=O)N2CCN(Cc3ccccc3)CC2)c1 | 4%
NC(=O)c1ccsc1NC(=O)COC(=O)COc1ccc(C=O)cc1 | -4%
Cc1c(NC(=O)CSc2ncnc3c2cnn3-c2ccccc2)c(=O)n(-c2ccccc2)n1C | 3%
CC[C@H](C)[C@H]1CNC(=O)C(=O)N1CC1CCN(CC2CCC(C)CC2)CC1 (stereo partly specified) | -3% | NS5 inhibitors pilot replicate=-1.2
Cc1nnc2ccc(-c3cccc(NS(=O)(=O)c4ccccc4[N+](=O)[O-])c3)nn12 | -1%
O=C(NCc1ccccc1CN1CCCC1)c1ccc(S(=O)(=O)Nc2ccccc2F)cc1 | -3%
CC(=O)C[C@H](O)CC(=O)[C@H]1OC(=O)[C@@H](C)CCCCc2ccccc21 | -7% | NS5 inhibitors pilot replicate=0.3
CC(OC(=O)C1CCCC1)C(=O)Nc1ccc(S(N)(=O)=O)cc1 (stereo unspecified) | -8%
O=C1C(=O)c2c(ccc3ccccc23)-c2ccccc21 | 9%
O=C1CCC[C@@H]2Cc3nc4ccc(Cl)cc4cc3[C@@H]3CCN1[C@H]23 | -12%
Cc1ccc(NC(=O)COC(=O)c2oc3ccccc3c2C)cc1S(=O)(=O)N1CCOCC1 | 1%
COc1ccc(-n2nnnc2CNC(=O)c2c(-c3ccccc3Cl)noc2C)cc1 | 3%
O=C(C1CCN(S(=O)(=O)c2ccc(Cl)s2)CC1)N1CCN(c2ccccc2)CC1 | -5%
COc1ccc(NC(=O)CN(C)C(=O)c2ccccc2OCC(=O)Nc2cccc(C(F)(F)F)c2)cc1 | 1%
O=C(CSc1nnnn1-c1cccc(F)c1)NC1CC1 | 6%
CN(CC(=O)Nc1ccc(F)cc1)C(=O)CN1C(=O)NC2(CCCC2)C1=O | -9%
C[S+](CC[C@H](N)C(=O)O)C[C@H]1O[C@@H](n2cnc3c(N)ncnc32)[C@H](O)[C@@H]1O (stereo partly specified) | 1%
CN1CCN(CC(O)COc2ccc(S(=O)(=O)N3CCOCC3)cc2)CC1 (stereo unspecified) | 0%
CNC(=O)c1ccsc1NC(=O)CS(=O)(=O)c1ccc(F)cc1 | -1%
C[C@@H]1O[C@@H](Oc2c(-c3ccc(O)c(O)c3)oc3cc(O)cc(O)c3c2=O)[C@H](O)[C@H](O)[C@H]1O | 5%&-14%
O=C1/C(=C/c2cccnc2)Cc2ccc(Cl)cc21 | -5%
O=C(c1cc(-c2ccc(F)cc2)nc2ccccc12)N1CCN(C2CCS(=O)(=O)C2)CC1 (stereo unspecified) | 6%
CC(NC(=O)COC(=O)c1ccc(CO)cc1)C1CC2CCC1C2 (stereo unspecified) | -3%
CCN1C(=O)[C@H]2[C@@H](c3ccc(SC4CCCCC4)cc3)N[C@@](CC(C)C)(C(=O)OC)[C@H]2C1=O | -6%
CC(=O)Nc1ccc(Nc2nc3ccccc3nc2NS(=O)(=O)c2ccc(Cl)c([N+](=O)[O-])c2)cc1 | 1%
C#CCOCCOCCOCCNc1nc(N2CCN(C(=O)CCCCCCCCCCNC(=O)Cn3cc(CCCCCN)nn3)CC2)nc(N2CCN(C(=O)CCCCCCCCCCNC(=O)[C@@H](CCSC)n3cc(CCO)nn3)CC2)n1 | -3%
COc1cc2sc(-c3ccccc3OC)c(-c3ccc(OCCN4CCCCC4)cc3)c2cc1OC | -2%
CCCCn1c(N)c(N(CCOC)C(=O)CSc2ccc([N+](=O)[O-])cc2)c(=O)[nH]c1=O | 1%
O=C(CSc1nnc2ccccn12)NNC(=O)c1cccc([N+](=O)[O-])c1 | -6%
CC1(c2ccccc2)NC(=O)N(CC(=O)Nc2ccccc2N2CCCC2)C1=O (stereo unspecified) | 3%
CCc1ccccc1OCC(=O)Nc1ccc(N2CCCC2)cc1C | -26%
COc1cc2c(cc1OC)CN(C(=O)C1CCCN(C(=O)c3ccc(Cl)cc3)C1)CC2 (stereo unspecified) | 1%
C[C@H](CO)N1C[C@H](C)[C@@H](CN(C)Cc2cccc(C(F)(F)F)c2)OCc2cnnn2CCCC1=O | -1%
More records.
SMILES | NS5 inhibitors | others
CCN(CC(=O)Nc1c(F)cccc1F)C(=O)CCc1nc2sc3c(c2c(=O)[nH]1)CCCC3 | -17%
O=C(CSc1nnc(N2CCCC2)n1-c1cccc(Cl)c1)N1CCN(c2ccccn2)CC1 | -8%
COc1ccc(-c2ccc(CN3C(CC(C)C)C(=O)N(Cc4cn(Cc5ccco5)nn4)CCS3(=O)=O)cc2)cc1 (stereo unspecified) | 0%
Cc1ccc(C)c(OCc2ccc(C(=O)Nc3ccc([N+](=O)[O-])cn3)o2)c1 | -12%
Cc1ccc(C)c(NC(=O)C(OC(=O)c2cc[n+]([O-])cc2)c2ccccc2)c1 (stereo unspecified) | -4%
CC(C)CCN(C(=O)c1cc(=O)[nH]c2ccccc12)c1c(N)n(Cc2ccccc2)c(=O)[nH]c1=O | 6%
CSc1ccc(S(=O)(=O)NCC(=O)OCC(=O)N(C)CC(=O)Nc2ccccc2Cl)cc1[N+](=O)[O-] | -1%
Cc1ccc(NC(=O)C2CCCC2)cc1Cl | -6%
CN(C)CC(=O)Nc1ccc2c(c1)[C@H]1C[C@H](CC(=O)NCc3ccc4c(c3)OCO4)O[C@H](CO)[C@H]1O2 | -6%
CCCCCC(N)=O | -8%
O=C(CCS(=O)(=O)c1ccc(F)cc1)Nc1nnc(-c2ccc(F)cc2)o1 | 1%
O=C(CCS(=O)(=O)c1ccc(Cl)cc1)Nc1nnc(-c2ccco2)o1 | 0%
COc1ccc(Cc2nnc(NC(=O)C3CC(=O)N(c4ccccc4C)C3)s2)cc1OC (stereo unspecified) | 5%
CC(C)[C@H](NC(=O)c1ccccc1)C(=O)Nc1ccc2c(c1)OCO2 | -7%
COc1ccc(CN(C)C(=O)CCNS(=O)(=O)c2ccccc2)c(OC)c1 | -2%
CCCN=C1N(CC)C[C@@H]2[C@@H]3C(=O)N(C)C(=O)[C@@H]3[C@](CC)(C(=O)OC)N12 | -3% | NS5 inhibitors pilot replicate=2.4
COc1ccc(C2=Nn3c(nnc3-c3ccccc3OC)SC2)cc1OC1CCOC1 (stereo unspecified) | -7%
COc1ccccc1C1OCC(C)([N+](=O)[O-])CO1 (stereo unspecified) | 4%
CCCN(CC(=O)Nc1ccccc1C)C(=O)C1CCCN(C(=O)c2ccc(Cl)cc2)C1 (stereo unspecified) | -1%
COc1ccc2oc(C(=O)OCC(=O)NC(C)(C#N)C3CC3)c(C)c2c1 (stereo unspecified) | -4%

Reprinted at random: 4 records from the list.
SMILES | NS5 inhibitors | others
CCOc1ccccc1C1NC(=O)c2ccccc2N1 (stereo unspecified) | 4%
C[C@@H]1O[C@@H](Oc2c(-c3ccc(O)c(O)c3)oc3cc(O)cc(O)c3c2=O)[C@H](O)[C@H](O)[C@H]1O | 5%&-14%
CN1CCCCCC1=Nc1ccc([N+](=O)[O-])cc1 | -10%
COc1cc2c(cc1OC)CN(C(=O)C1CCCN(C(=O)c3ccc(Cl)cc3)C1)CC2 (stereo unspecified) | 1%

As a working copy, three of the compounds above.
SMILES | NS5 inhibitors | others
Cc1ccc(OCCNC(=O)c2cc(C3CC3)nc3c2cnn3C(C)C)cc1 | -6%
COc1cc(OC)cc(C(=O)NNC(=O)c2ccc3c(c2)OCCO3)c1 | -1%
N#Cc1ccc(C(=O)N2CCC3CC2c2cc(N4CCCCC4)ccc23)cc1 (stereo unspecified) | -7%

Continuation.
SMILES | NS5 inhibitors | others
O=C(COC(=O)c1ccccc1-n1cnnn1)c1ccc(F)cc1 | -1%
Cn1nccc1C(=O)OCC(=O)Nc1cccc(Cl)c1 | -7%
NC(=O)c1nn(CC(=O)Nc2cccc(S(=O)(=O)N3CCCCCC3)c2)c(=O)c2ccccc12 | 3%
CCOC(=O)[C@@H]1[C@H]2COc3ccc(Br)cc3[C@H]2N2C(=O)N(c3ccc(Cl)cc3)C(=O)[C@]12C | -5%
CC(C)Cn1c(CCC(N)=O)nnc1SC(C)C(=O)Nc1ccc2c(c1)OCO2 (stereo unspecified) | -4%
Cc1ccc(C(=O)CN2C(=O)NC3(CCCCCC3)C2=O)c(C)c1 | -7%
CC(C)C(=O)Nc1cccc(N2CCN(CCCN3C(=O)C4CCCCN4C3=O)CC2)c1 (stereo unspecified) | 6%
Cc1nc(-c2cccc(NC(=O)c3cccc(S(=O)(=O)N4CCCC4)c3)c2)cs1 | -11%
O=C(N/N=C/c1ccc(F)cc1)c1cc(-c2ccccn2)nc2ccccc12 | -1%
CC(OC(=O)c1nc(Cl)ccc1Cl)C(=O)Nc1ccccc1F (stereo unspecified) | -9%

Compounds from the list above with a cyano group, in the order listed:
SMILES | NS5 inhibitors | others
N#Cc1ccc(C(=O)N2CCC3CC2c2cc(N4CCCCC4)ccc23)cc1 (stereo unspecified) | -7%
COc1ccc2oc(C(=O)OCC(=O)NC(C)(C#N)C3CC3)c(C)c2c1 (stereo unspecified) | -4%

(further entries)
SMILES | NS5 inhibitors | others
CCOc1ccc(C(=O)NCC(=O)NCC(c2ccco2)N2CCCCC2)cc1OCC (stereo unspecified) | -4%
Cc1ccccc1NC(=O)Cc1nc(COC(=O)c2ncc(Cl)c(Cl)c2Cl)cs1 | -5%
Cc1ccc(NC(=S)NCc2ccc(F)cc2)cc1 | -2%
COc1ccc(/C=C/C(=O)OCC(=O)NCCCc2ccccc2)cc1OC | -4%
COc1cccc(/C=C/C(=O)NNC(=O)c2ccccc2)c1OC | 1%
CCOc1ccc(CCNC(=O)COC(=O)c2cccnc2SC)cc1OCC | 7%
O=c1c(-c2ccccc2)cocc1-c1ccccc1 | -8%
CC(C)c1cccc(C(C)C)c1NC(=O)CN(C)C1CCS(=O)(=O)C1 (stereo unspecified) | 2%
C=C1c2cccc(OC)c2O[C@H](C(=O)OCC)[C@@H]1CC(CC)CCCC (stereo partly specified) | -7% | NS5 inhibitors pilot replicate=-6.7
COc1ccc(/C=C(/NC(=O)c2ccc(Br)cc2)C(=O)Nc2cccc(C(=O)O)c2)cc1 | 12%

Of the compounds above, 5 have an NH in an aromatic ring:
SMILES | NS5 inhibitors | others
C[C@H](CO)NC(=O)c1[nH]cnc1C(=O)Nc1cccc(Cl)c1 | -2%
O=C(COC(=O)c1ccccc1)Nc1ccc2[nH]c(=O)[nH]c2c1 | 2%
CCCCn1c(N)c(N(CCOC)C(=O)CSc2ccc([N+](=O)[O-])cc2)c(=O)[nH]c1=O | 1%
CCN(CC(=O)Nc1c(F)cccc1F)C(=O)CCc1nc2sc3c(c2c(=O)[nH]1)CCCC3 | -17%
CC(C)CCN(C(=O)c1cc(=O)[nH]c2ccccc12)c1c(N)n(Cc2ccccc2)c(=O)[nH]c1=O | 6%

(further entries)
SMILES | NS5 inhibitors | others
CCCCn1c(N)c(N(CCOC)C(=O)Cn2c(=O)cnc3ccccc32)c(=O)[nH]c1=O | -5%
CCc1noc(C)c1C(=O)NNC(=O)c1cc(OC)c(OC)c(OC)c1 | 7%
O=C(NCc1ccco1)c1cccc2c1C(=O)c1ccc(/C=C/c3ccccc3)cc1S2(=O)=O | 16%
Cc1ccnc(NC(=O)C2CCN(S(=O)(=O)c3ccc(C)c(C)c3)CC2)c1 | -3%
O=C(Cc1ccccc1Cl)Nc1cccc(S(=O)(=O)N2CCCCCC2)c1 | -4%
CC1CCCC(C)N1C(=O)COC(=O)CNC(=O)c1ccccc1 (stereo unspecified) | 1%
COc1cc(C(=O)NCCc2ccccc2)ccc1OCC(=O)N1CCOCC1 | -4%
C#CCOCCOCCOCCNc1nc(N2CCN(C(=O)C([C@@H](C)O)n3cc([C@@H](N)CCCCN)nn3)CC2)nc(N2CCN(C(=O)[C@H](CCCCN)n3cc([C@@H](N)[C@H](C)CC)nn3)CC2)n1 (stereo partly specified) | 2% | NS5 inhibitors pilot replicate=4.5
NC(=O)C1(Nc2ccc(Br)cc2)CCCC1 | 2%
